SKKanGAS inh: SKKanGAS growth inhibition; AID 1662; S. pyogenes SKKanGAS, kanamycin growth, BacTiter-Glo, 6 h; inhibition, % at 7.5 µM; 300,000 compounds, 1.3% hits;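 active = mean replicate score, as percent of positive control median, at least 50; inconclusive = mean below 50 but one replicate at or above 50; inactive = mean and every replicate below 50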;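 also: strain carries kanamycin resistance gene driven by streptokinase promoter and grows in 40 µg/ml kanamycin; loss of luminescence reflects streptokinase promoter inhibition or plain growth inhibition; 0% = median of DMSO wells and 100% = positive control at its reference dose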
KCNK9 inh: inhibitors of human KCNK9 two-pore domain potassium channel; AID 488922; B-score at 10 µM; 310,000 compounds, 1.2% hits; Q9NPC2; HEK293 KCNK9, FluxOR thallium flux fluorescence; stronger effect = lower value;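 active = ratio B-score over 3 SD below the library mean, with starting fluorescence within 5 SD of its mean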;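 also: negative B-score means less thallium flux so channel inhibition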
RGS4 act: potentiators or activators of RGS4 | HEK293 M3R/inducible RGS4, carbachol calcium flux Fluo4; stronger effect = lower value | B-score at 10 µM | 310,000 compounds, 0.92% hits | AID 463111;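 active = B-score of the integrated calcium signal more than 4 SD below the library mean, with starting fluorescence not abnormally high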;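 also: negative B-score means reduced calcium response which marks RGS4 activation or potentiation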
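Also added: carbachol at ECmax as muscarinic agonist stimulus; Assay system: HEK293 cells with stable M3R and inducible RGS4; Timing: overnight RGS4 induction, 30 min dye load 37 °C, 20 min compound RT; Measured by: Fluo4-AM (2 µM) calcium-flux fluorescence, kinetic read.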
TMEM16A act: mouse TMEM16A channel activation, primary screen; Q8BHY3; HEK293 TMEM16A/YFP-H148Q/I152L, iodide quench fluorescence; stronger effect = lower value; B-score at 10 µM; 340,000 compounds, 0.3% hits; AID 623877;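 active = fluorescence-ratio B-score plate-corrected deviation score at least 3 library SD below zero, with starting fluorescence score within 5 deviations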;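 also: channel opened by trigger with iodide after compound preincubation; score built on the fluorescence ratio of max minus min over baseline; more negative score means more quench and so TMEM16A activation or potentiation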
HDAC3 inh: inhibitors of human histone deacetylase 3. O15379. recombinant HDAC3, fluorogenic peptide/trypsin coupled, fluorescence. inhibition, % at 8.3 µM. 320,000 compounds, 0.15% hits; in the data active = inhibition above about 26%, passing the limit was not always enough; inconclusive = no clear call, values can overlap the other calls
Target sequence (O15379 whole entry, looked up): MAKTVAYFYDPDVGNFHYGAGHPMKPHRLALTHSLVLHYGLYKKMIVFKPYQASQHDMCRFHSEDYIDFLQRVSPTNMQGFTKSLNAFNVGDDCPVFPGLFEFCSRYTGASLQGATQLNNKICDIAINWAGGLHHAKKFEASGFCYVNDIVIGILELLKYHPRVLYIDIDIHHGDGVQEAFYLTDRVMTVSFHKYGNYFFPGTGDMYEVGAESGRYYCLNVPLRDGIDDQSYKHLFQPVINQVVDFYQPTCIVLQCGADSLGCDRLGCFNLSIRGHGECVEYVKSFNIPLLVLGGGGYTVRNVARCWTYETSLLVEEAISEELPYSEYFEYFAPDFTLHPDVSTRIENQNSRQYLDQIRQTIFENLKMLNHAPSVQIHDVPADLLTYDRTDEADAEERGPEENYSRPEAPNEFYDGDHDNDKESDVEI
KCNQ1 pot: potentiators or activators of human KCNQ1 potassium channel | P51787 | CHO-K1 KCNQ1, thallium flux FluxOR fluorescence; stronger effect = higher value | B-score at 10 µM | 310,000 compounds, 0.35% hits | AID 2648;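 active = fluorescence ratio B-score, a plate-corrected score, at least three library SD, with initial intensity B-score within 5 SD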
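Assay system: CHO-K1 cells stably expressing KCNQ1. Medium: assay buffer for compound exposure, DMSO matched across wells. Timing: 37 °C overnight plating, 90-min dark dye load, 20-min compound pretreatment. Signal: kinetic FluxOR fluorescence, 10 s baseline plus 110 s post-stimulus.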
KCNQ1 block: inhibitors of human KCNQ1 potassium channel | P51787 | CHO-K1 KCNQ1, FluxOR thallium flux fluorescence; stronger effect = higher value | B-score at 10 µM | 310,000 compounds, 1.3% hits | AID 2642;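 active = compounds whose thallium flux B-score, printed positive for inhibition, exceeds three library SD while starting fluorescence stays within three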;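 also: channel opened by potassium depolarization with thallium stimulus after 20 min compound exposure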
RGS4 inh: inhibitors of human RGS4; P49798; HEK293 M3R/RGS4 inducible, Fluo-4 calcium flux; stronger effect = higher value; triggered by carbachol at its EC20; B-score at 10 µM; 310,000 compounds, 0.45% hits;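 active = B-score, a plate-corrected calcium signal, over three deviations above library mean, with baseline fluorescence within five deviations of library mean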;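 also: RGS4 expression induced by doxycycline in cells with stable M3 receptor; B-score is computed from the integrated fluorescence ratio over baseline after carbachol; higher B-score means a larger calcium signal and so more RGS4 inhibition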
Target sequence (P49798 whole entry, looked up): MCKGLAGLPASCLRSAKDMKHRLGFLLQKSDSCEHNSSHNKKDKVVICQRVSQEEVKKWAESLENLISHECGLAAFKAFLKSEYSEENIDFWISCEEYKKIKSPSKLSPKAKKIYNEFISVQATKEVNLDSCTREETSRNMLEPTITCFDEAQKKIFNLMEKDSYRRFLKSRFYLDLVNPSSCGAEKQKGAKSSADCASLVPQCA
KCNK3 block: human KCNK3 channel inhibition, primary screen; 340,000 compounds, 0.84% hits; B-score at 10 µM; O14649; CHO-KCNK3 thallium flux, FluxOR fluorescence; stronger effect = lower value;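 active = B-score under library mean minus 4 SD, starting fluorescence ratio at most library mean plus 5 SD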;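 also: more negative B-score means stronger inhibition of thallium flux through KCNK3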
Target sequence (O14649 whole entry, looked up): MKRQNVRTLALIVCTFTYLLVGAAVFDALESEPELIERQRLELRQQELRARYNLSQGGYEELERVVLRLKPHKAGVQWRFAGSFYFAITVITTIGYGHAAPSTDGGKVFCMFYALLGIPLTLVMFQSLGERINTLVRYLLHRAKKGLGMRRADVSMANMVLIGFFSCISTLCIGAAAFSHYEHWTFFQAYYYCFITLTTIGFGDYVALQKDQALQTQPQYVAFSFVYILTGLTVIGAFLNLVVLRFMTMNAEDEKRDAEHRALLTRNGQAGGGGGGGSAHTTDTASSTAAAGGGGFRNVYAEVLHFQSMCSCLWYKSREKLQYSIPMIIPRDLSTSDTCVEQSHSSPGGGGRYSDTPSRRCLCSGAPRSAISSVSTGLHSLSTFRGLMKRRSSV
hERG rescue: hERG (human) protection from proarrhythmic block. Q12809. CHO-hERG, FluxOR thallium flux, dofetilide IC70 present. activation (rescue from dofetilide block), less the hit threshold, % at 10 µM. 310,000 compounds, 0.51% hits. AID 1511;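 active = activation above the mean of controls blocked by dofetilide plus 5 SD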;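 also: thallium influx through hERG after potassium depolarization seen as dye fluorescence rise; in these data hits start at about 4.7%; inactives centre near -7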
ANO1 block: blocks the mouse calcium-activated chloride channel TMEM16A. normalized B-score (activity score, 25-100; higher = stronger inhibition) at 10 µM. HEK293 TMEM16A/YFP iodide influx fluorescence, ionomycin. AID 588511. Q8BHY3. 310,000 compounds, 1.2% hits;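 active = ratio plate-corrected score three or more library SD toward inhibition, starting fluorescence score within five deviations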;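 also: score derived from kinetic fluorescence span divided by baseline fluorescence per well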
An asterisk follows results filed as active; i = inactive; ? = inconclusive; nt = not tested or not shown.

structure | SKKanGAS inh | KCNK9 inh | RGS4 act | TMEM16A act | HDAC3 inh | KCNQ1 pot | KCNQ1 block | RGS4 inh | KCNK3 block | hERG rescue | ANO1 block
O=c1ccn([C@@H]2O[C@H](CO)[C@@H](O)[C@H]2O)c(=O)[nH]1 | 6 | i | i | i | 2 | i | i | i | i | -3 | i
O=C(N/N=C\c1ccc(Cl)cc1Cl)c1sccc1-n1cccc1 | 3 | i | i | i | 6 | i | i | i | -9.4* | -2 | i
CN(C)c1cccc(/C=C(\C#N)c2ccccc2)c1 | 6 | i | i | i | 7 | i | i | i | i | -7 | i
COc1ccc(OC)c(CNc2ccc(F)c(Cl)c2)c1 | 2 | i | i | i | 0 | i | i | i | i | -4 | i
CCCn1nnnc1SCC(=O)Nc1cccc(NC(=O)c2ccco2)c1 | -4 | i | i | i | 2 | i | i | i | i | -16 | i
Cc1cccc(N2C(=O)c3cccc4c(N)ccc(c34)C2=O)c1 | -2 | i | i | i | ? | i | 23* | i | i | -51 | i
CCCCN(CCCC)c1cn[nH]c(=O)c1Cl | 5 | i | i | i | 1 | i | i | i | i | -6 | i
CCCCCC1CC(CC(C)C(=O)Nc2nncs2)C(=O)O1 (configuration not stated) | 2 | i | i | i | 2 | i | i | i | i | -7 | i
Cc1ccc(NC(=O)/C(=C\c2ccc([N+](=O)[O-])cc2)NC(=O)c2ccccc2)cc1 | 6 | i | i | i | 5 | i | i | i | i | -4 | i
CCn1ccnc1CN(C)Cc1c(C(=O)N2CCCCCCC2)nc2ccc(Cl)cn12 | 1 | i | i | i | 2 | i | i | i | i | -14 | i
COc1cccc(-c2ccc(NC(=O)C3CCCN(Cc4ccc(CO)o4)C3)cc2)c1 (configuration not stated) | -2 | i | i | i | 14 | i | i | i | i | -14 | i
CCOn1c(=O)c(-c2ccc(Br)cc2)[n+]([O-])c2ccccc21 | -2 | i | i | i | 6 | i | i | i | i | -4 | i
Cc1nnc(NC(=O)CSc2n[nH]c(-c3ccccc3C)n2)s1 | -2 | i | i | i | -3 | i | i | i | i | -8 | i
COc1ccccc1Oc1coc2c(CN3CCOCC3)c(O)ccc2c1=O | 1 | i | i | i | -30 | i | i | i | i | -9 | i
Cc1cc(C)c(NC(=O)CSc2nnc(CNC(=O)c3ccco3)o2)c(C)c1 | -3 | i | i | i | 2 | i | i | i | i | -4 | i
O=C(CSc1nnc(-c2ccco2)c(-c2ccco2)n1)Nc1ccccc1 | -4 | i | i | i | 1 | i | i | i | i | -16 | i
Cc1cc(C(=O)CCC(=O)N(C)CC(=O)Nc2c(Cl)cccc2Cl)c(C)s1 | -5 | i | i | i | 3 | i | i | i | i | -7 | i
O=C(CC1CC2CCC1C2)NCc1cccs1 (configuration not stated) | 0 | i | i | i | -6 | i | i | i | i | -9 | i
CCOC(=O)c1c(C)[nH]c(C(=O)O)c1C | -3 | i | i | i | -5 | i | i | i | i | -5 | i
CC(=O)c1cccc(NC(=O)Cn2nc(-c3ccc(Cl)cc3)ccc2=O)c1 | -8 | i | i | i | 2 | i | i | i | i | -10 | i
CCCNC(=O)c1n[nH]c(=O)c2ccccc12 | 1 | i | i | i | 11 | i | i | i | i | -5 | i
O=S(=O)(N1CCCCC1)N1CCN(c2cc(Cl)ccc2Cl)CC1 | -10 | i | i | -8* | 4 | i | i | i | -9.2* | -4 | i
COc1ccc(CCN(C)C2CCCN(C(=O)CCC(F)(F)F)C2)cc1OC (configuration not stated) | -1 | i | i | i | 9 | i | i | i | i | -7 | i
COC(=O)c1[nH]c2ccc(Cl)cc2c1NC(=O)CN1CCc2cc(OC)c(OC)cc2C1 | 21 | i | i | i | 7 | i | i | i | i | -16 | i
Cc1ccccc1-n1c(N)c(C(=O)Nc2ccc(F)cc2)sc1=S | -6 | i | i | i | -3 | i | i | i | i | -6 | i
CCOc1ccccc1C(=O)NN1C(=O)CCC1=O | -3 | i | i | i | 6 | i | i | i | i | -4 | i
CN(CC(=O)Nc1ccccc1Br)C(=O)C(Cc1ccccc1)NC(=O)c1ccccc1 (configuration not stated) | -1 | i | i | i | 0 | i | i | i | i | -28 | i
O=C(Nc1ccc(Cl)cn1)C1CCCN(c2ncnc3c2nc2n3CCCCC2)C1 (configuration not stated) | 9 | i | i | i | -8 | i | i | i | i | -15 | i
CC(=O)Nc1ccc2c(c1)nc1n2CCN(C(C)c2ccccc2)C1 (configuration not stated) | -3 | i | i | i | -36 | i | i | i | i | -12 | i
CSc1nc(C)cc(C)c1C#N | 3 | i | i | i | -1 | i | i | i | i | -9 | i
CCOc1ccc(CNC(=O)CCCn2ccc3cc(S(=O)(=O)N4CCCC4)ccc32)cc1 | -7 | i | i | i | 1 | i | i | i | i | -7 | i
Cc1ccc(C)c(NC(=S)N2CCN(S(C)(=O)=O)CC2)c1 | nt | i | i | i | -3 | i | i | i | i | -10 | i
O=C(Nc1cccc(-c2nc3cccnc3s2)c1)c1ccco1 | -4 | i | i | i | 1 | i | i | i | i | -14 | i
Cc1ccc(/C=C/C(=O)Nc2cccc(S(=O)(=O)N3CCOCC3)c2)o1 | -3 | i | i | i | -2 | i | i | i | i | -10 | i
C=CCOc1nc2c(c(=O)n(Cc3ccc(Cl)c(Cl)c3)c(=O)n2C)n1C | 2 | i | i | i | -15 | i | i | i | i | -5 | i
CCOC(=O)Cc1csc(NC(=O)CC(C)(C)CC(=O)O)n1 | 5 | i | i | i | 0 | i | i | i | i | -5 | i
CCOC(=O)CN1C(=O)N[C@@H](CCc2ccccc2)[C@H](C(=O)OC)[C@H]1C | -2 | i | i | i | 5 | i | i | i | i | -4 | i
CCCCc1ccc(/C=C2\C(=O)c3ccccc3C(O)=C2C(=O)OCC)cc1 | 109* | i | i | nt | 4 | 9* | i | i | nt | -11 | i
O=c1cc(-c2ccccc2)nc(Cc2c(Cl)cccc2Cl)[nH]1 | -1 | i | i | i | 1 | i | i | i | i | -5 | i
COc1cccc(NC(=O)CSc2nnc3c(n2)[nH]c2ccc(C)cc23)c1 | 7 | i | i | i | -2 | i | i | i | i | -1 | i
Cc1cccc(NC(=O)CSc2nnc(NC(=O)CN3CCOCC3)s2)c1 | -3 | i | i | i | 3 | i | i | i | i | -10 | i
Cc1cc(NCCCn2ccnc2)n2ncc(-c3ccc(Cl)cc3)c2n1 | -3 | i | i | i | -1 | i | i | i | i | -16 | i
COC(=O)Nc1nnc(-c2ccncc2)s1 | -6 | i | i | i | -42 | i | i | i | i | -12 | i
COc1cccc(OCC(=O)NNC(=O)c2cccs2)c1 | 1 | i | i | i | ? | i | i | i | i | -4 | i
CC1(C)C2C(Cl)(Cl)C2(C)c2ccccc2N1C=O (configuration not stated) | 17 | i | i | i | 6 | i | i | i | i | -1 | i
COc1cc(/C=N\NC(=O)OC(C)(C)C)ccc1OC(=O)c1ccco1 | 4 | i | i | i | 2 | i | i | i | i | -5 | i
N#CC1=C(N)C(C#N)(C#N)[C@H](c2ccsc2)[C@H]2COCC=C12 | -2 | i | i | i | 9 | i | i | i | i | -11 | i
Cc1cccc(C)c1OCC(=O)NCC1CCCO1 (configuration not stated) | 1 | i | i | i | 2 | i | i | i | i | -14 | i
COc1ccc(-c2nc3cccc(C)n3c2NCc2ccco2)cc1OC | -2 | i | i | i | -3 | i | i | i | i | -30 | i
O=C(O/N=C1/CCCc2occc21)c1ccccc1 | -3 | i | i | i | -13 | i | i | i | i | -6 | i

The listing continues:
structure | SKKanGAS inh | KCNK9 inh | RGS4 act | TMEM16A act | HDAC3 inh | KCNQ1 pot | KCNQ1 block | RGS4 inh | KCNK3 block | hERG rescue | ANO1 block
COc1ccc(NCc2nc3ccccc3n2CCOc2ccccc2)cc1 | 25 | -11* | i | i | 1 | i | i | i | i | -5 | i
CN1Cc2sc(NC(=S)NC(=O)c3ccccc3)c(C#N)c2CC1(C)C | 7 | i | i | i | nt | i | 8* | i | i | -15 | i
CC(=O)c1ccc(S(=O)(=O)N2CCN(C(=O)CSc3ccc(F)cc3)CC2)cc1 | -1 | i | i | i | -1 | i | i | i | i | -9 | i
CCOC(=O)CSc1nnc(CNC(=O)c2ccc(S(=O)(=O)N3CCCC3)cc2)n1C | 5 | i | i | i | -3 | i | i | i | i | -11 | i
COc1cc(C(=O)Nc2ccc3c(c2)OCCO3)c(-n2cnnn2)cc1OC | -1 | i | i | i | 4 | i | i | i | i | -13 | i
COc1cccc(-c2cc(-c3cccnc3)c(C#N)c(N)n2)c1 | 7 | i | i | i | -119 | i | i | i | i | -7 | i
Cc1nn(Cc2ccccc2)c2c1C(c1cccnc1)C(C#N)=C(N)O2 (configuration not stated) | -1 | i | i | i | -6 | i | i | i | i | -3 | i
c1ccc(C2CCCN(Cc3nc(CC4CC4)no3)CC2)cc1 (configuration not stated) | -1 | i | i | i | 0 | i | i | i | i | -12 | i
CCN(CC)S(=O)(=O)c1ccc(N2CCOCC2)c(NC(=O)C(C)(C)C)c1 | 0 | i | i | i | -2 | i | i | i | i | -10 | i
NC(=O)c1ccc(N2CCNC(=O)C2)c([N+](=O)[O-])c1 | -2 | i | i | i | 3 | i | i | i | i | -5 | i
O=C(CCCn1c(SCc2cccc(F)c2)nc2ccccc2c1=O)NCC1CCCO1 (configuration not stated) | 1 | i | i | i | -1 | i | i | i | i | -18 | i
CCN(CC(=O)Nc1ccc(NC(C)=O)cc1)C(=O)/C=C/c1cn(-c2ccccc2)nc1-c1cccs1 | 8 | i | i | i | 5 | i | i | i | i | -17 | i
Cc1ccccc1NC(=S)N(Cc1ccccc1)Cc1cccs1 | 17 | i | i | i | 4 | i | i | i | i | -10 | i
Cc1ccc(-c2csc(NC(=O)C3=NN(C4CCS(=O)(=O)C4)C(=O)CC3)n2)cc1 (configuration not stated) | -8 | i | i | i | 7 | i | i | i | i | -10 | i
CCn1nnnc1SCC(=O)Nc1nnc(C(C)C)s1 | -8 | i | i | i | -15 | i | i | i | i | -12 | i
Cc1ccc(CNC(=O)Cn2cnc3cc([N+](=O)[O-])ccc3c2=O)cc1 | -4 | i | i | i | 1 | i | i | i | i | -8 | i
Cn1c(CCNC(=O)c2cccs2)nnc1SCC(=O)Nc1nc(-c2ccccc2)cs1 | -8 | i | i | i | 7 | i | i | i | i | -10 | i

Compound activity deposited in PubChem BioAssay by several laboratories.
